KLF5 inh: inhibitors of KLF5 expression; DLD-1 KLF5 promoter-luciferase reporter, luminescence; inhibition, % at 5 µM; actives 0.23% (n = 290,000); AID 1700;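 active means inhibition above a per-plate limit of that plate's mean compound inhibition plus 3 SD, cut at about 60% in these data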;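 further: 0% = DMSO wells and 100% = LY294002 at 200 µM; higher means less KLF5 promoter-driven luciferase light; inactives centre near -14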
aSyn UTR inh: MLPCN primary screen, SNCA 5' untranslated region. AID 1813. inhibition, % (tested at 7.5 µM). alpha-synuclein 5'UTR reporter, inhibitor activity. actives 0.82% (n = 300,000); in the data active means inhibition above about 60%;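 further: H4 neuroglioblastoma cells stably carrying SNCA 5'UTR luciferase fusion; 0% = DMSO wells and 100% = positive control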
HSP90 refold inh: HSP90 refolding inhibition in rabbit reticulocyte lysate | actives 0.91% (n = 290,000) | inhibition, % at 5.6 µM | AID 1789 | luciferase refolding luminescence, 3 h;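 active means inhibition above the screen-wide mean plus 3 SD, computed separately per campaign, cut at about 16% in these data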;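 further: 0% = DMSO wells and 100% = 60 µM geldanamycin wells; inhibitors lower the luminescence because luciferase stays unfolded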
DYRK1A inh: blocks rat Dyrk1A kinase activity; inhibition, % at 12.5 µM; ADP-Glo luminescence, NFATc1 peptide; actives 0.43% (n = 310,000); AID 504441; in the data active means inhibition above about 50%;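 further: plate controls were vehicle with enzyme for no effect and no enzyme for full effect; many of its hits are not listed in these tables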
Platelet DG rel: modulates dense granule release in human platelets; human platelet-rich plasma, SFLLRN dense granule ATP release, luminescence; inhibition, %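 (compounds screened at 7.5 µM in platelet-rich plasma)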; actives 0.22% (n = 300,000);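 active means mean replicate score, as percent of positive control, at or above 50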
GSK3 alpha inh: blocks human GSK-3 alpha kinase; inhibition, % at 10 µM; P49840; actives 0.1% (n = 320,000); AID 2650; ADP-Glo luminescence, 60 min;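 in the data active means inhibition above about 50%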;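 further: GST-tagged GSK-3 alpha with peptide substrate and 25 µM ATP; 0% = DMSO neutral wells and 100% = GW8510 positive control wells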
Target sequence (P49840 whole entry, looked up): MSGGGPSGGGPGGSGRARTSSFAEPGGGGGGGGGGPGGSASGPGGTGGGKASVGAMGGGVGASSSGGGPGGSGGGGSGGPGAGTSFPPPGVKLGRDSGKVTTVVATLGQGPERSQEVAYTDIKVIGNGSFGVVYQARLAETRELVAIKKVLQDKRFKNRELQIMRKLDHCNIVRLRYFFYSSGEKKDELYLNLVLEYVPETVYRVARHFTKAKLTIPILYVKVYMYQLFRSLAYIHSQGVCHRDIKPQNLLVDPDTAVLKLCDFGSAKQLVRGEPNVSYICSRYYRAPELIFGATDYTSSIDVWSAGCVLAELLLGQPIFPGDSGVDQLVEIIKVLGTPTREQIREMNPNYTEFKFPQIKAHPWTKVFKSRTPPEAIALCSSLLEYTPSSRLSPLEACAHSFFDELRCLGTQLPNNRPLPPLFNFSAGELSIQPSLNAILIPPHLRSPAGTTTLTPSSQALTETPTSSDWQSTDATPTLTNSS
IEC-6 cytotox: kills IEC-6 intestinal cells in KLF5 counter-screen; inhibition, % at 5 µM; actives 0.78% (n = 290,000); IEC-6 cytotoxicity, luminescence viability; in the data active means inhibition above about 22%;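 further: 0% = plate median of test compound wells and 100% = cytotoxic reference compound wells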
HSF1 inhib: HSF1 inhibition; NIH3T3-HGL HSE-luciferase, MG132-induced, luminescence 8 h; hits give low values; activity change, negative = inhibition, % at 7.5 µM (by protocol); actives 0.77% (n = 300,000);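 active means more than half of replicate wells show activity change below -50%, luminescence cut by over half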;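 further: luciferase reports HSF-1 transcriptional activity via heat shock element; 0% = median of DMSO wells and -100% = zero luminescence signal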
GSK3B inh: inhibitors of human GSK3beta kinase. AID 2097. activity score (negative = inhibition), % at 10 µM. P49841. GST-GSK3beta kinase, ADP-Glo luminescence, 60 min; hits give low values. actives 0.038% (n = 300,000);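 active means more than half of replicate wells score below -50%, meaning over 50% inhibition versus plate controls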;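 further: 0% = median DMSO wells and -100% = median GW8510 positive control wells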
Target sequence (P49841 whole entry, looked up): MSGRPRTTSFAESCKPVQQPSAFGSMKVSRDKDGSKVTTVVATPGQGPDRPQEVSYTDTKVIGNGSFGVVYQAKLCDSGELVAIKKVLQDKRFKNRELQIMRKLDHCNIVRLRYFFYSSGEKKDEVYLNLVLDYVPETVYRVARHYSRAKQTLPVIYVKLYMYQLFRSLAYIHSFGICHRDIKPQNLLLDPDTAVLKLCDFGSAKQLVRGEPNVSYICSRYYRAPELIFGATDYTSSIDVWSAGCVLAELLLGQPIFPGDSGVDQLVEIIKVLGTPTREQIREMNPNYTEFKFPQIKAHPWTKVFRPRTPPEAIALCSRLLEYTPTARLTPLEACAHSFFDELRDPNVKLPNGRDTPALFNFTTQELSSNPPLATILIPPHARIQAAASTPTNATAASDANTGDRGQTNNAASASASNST
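Test system: GST-tagged human GSK3beta kinase, cell-free; evaluation: activity score scaled between in-plate DMSO and GW8510 controls; measured by: ADP-Glo luminescence; incubation: 60 min reaction, RT; benchmarks: DMSO and 20 µM GW8510; reagent: peptide substrate plus 25 µM ATP (final); medium: Tris/MgCl2 kinase buffer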
HSF1 activator: increases HSF-1 driven luciferase reporter signal; NIH3T3-HGL HSF-1 luciferase reporter, MG132, 8 h; 100% = twice DMSO control signal; actives 1.7% (n = 300,000); AID 504408; activation, % at 9 µM;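 active means mean replicate activation of at least 50% with a set share of replicates each reaching 50%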;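 further: 0% = median of the neutral control wells and 100% = twice that signal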
The depositor's hits bear a star; nt = no result given.

SMILES	KLF5 inh	aSyn UTR inh	HSP90 refold inh	DYRK1A inh	Platelet DG rel	GSK3 alpha inh	IEC-6 cytotox	HSF1 inhib	GSK3B inh	HSF1 activator
C/C(Cc1ccccc1)=N\NC(=O)c1cccnc1	12	-4	-7	-5	-3	-1	5	-2	2	21
CC(C)CCN(N=O)[C@@H](Cc1ccccc1)CN(N=O)[C@@H](Cc1ccccc1)CN(C)N=O	-141	11	1	10	2	-1	-2	7	-1	25
CC(=O)c1cccc(NC(=O)c2cc3ccccn3n2)c1	-112	-59	0	32	-1	3	0	14	-5	11
O=C(Nc1cccc([N+](=O)[O-])c1)Nc1cccc([N+](=O)[O-])c1	-24	4	0	4	-4	11	-5	2	-2	9
Cc1ccc(C)c(SCC(=O)Nc2oc(C)c3c(C)n[nH]c(=O)c23)c1	nt	-16	nt	-8	5	0	nt	6	-1	6
COCCNC(=O)C1CC2Cn3c(nc4cc(C)c(C)cc43)C2N1C (stereo unspecified)	nt	6	nt	5	9	-3	nt	1	-1	7
O=C(Cn1c(=O)n(CCC(=O)N2CCc3ccccc3C2)c(=O)c2ccccc21)NCC1CCCO1 (stereo unspecified)	-1	14	-2	6	-1	nt	-3	10	0	34
COCCOC(=O)C1=C(N)Oc2c(oc(CO)cc2=O)C1c1ccccc1F (stereo unspecified)	-18	18	-2	4	-2	nt	3	-1	0	-5
C#CCOCCOCCOCCNc1nc(N2CCN(C(=O)[C@H]([C@@H](C)CC)n3cc(CCC(=O)O)nn3)CC2)nc(N2CCN(C(=O)[C@H](C)n3cc(CCCN=C(N)N)nn3)CC2)n1	-6	8	-2	-4	-7	-1	0	-3	-1	-21
COC(=O)c1ccc(C2/C(=C(/O)c3ccc(OC)cc3)C(=O)C(=O)N2Cc2ccco2)cc1 (stereo unspecified)	-20	-5	-3	-2	-7	-4	-6	-1	-1	15
Cc1cccc(NS(=O)(=O)c2ccc3nc(-c4ccccc4)[nH]c3c2)c1C	-30	23	-2	-3	22	0	-1	-3	1	-26
CCOc1ccc(-n2nc3cc(C)c(N)cc3n2)cc1	-3	26	11	-4	-22	nt	-4	4	-2	9
CCOc1ccc(-c2ccc(SCC(=O)Nc3nnc(C)s3)nn2)cc1	-74	-41	-4	4	3	-2	3	-9	1	26
CCn1c(=O)c(CCC(=O)N2CCOCC2)c(C)c2c(C)nn(-c3ccccc3)c21	-29	33	4	3	2	1	0	-13	2	-6
COc1ccc(/C(C)=N/NC(=O)CNC(=O)c2cccnc2)cc1	-11	-19	5	6	-3	2	1	3	2	5
COc1ccc(C(C)C)cc1S(=O)(=O)Nc1ccc(Cl)cn1	-14	25	-2	0	6	-3	5	-2	2	-13
COc1ccc(S(=O)(=O)N(CC(=O)NCc2cccnc2)c2ccc(F)cc2)cc1OC	-27	-4	2	nt	-10	-4	2	-5	0	0
CC(=O)Nc1c2c(nn1-c1ccc(F)cc1)CSC2	-2	-5	-6	-8	-5	1	3	-1	1	-16
NNC(=O)c1ccc(CN2C(=O)c3cccc4cccc2c34)cc1	13	20	2	1	6	0	7	-4	3	16
COc1cc(/C=C2\C(=O)N(CCC#N)N=C2C)c(Br)cc1OC(C)C	-38	34	18*	2	10	2	-2	3	-1	9
COc1ccc(/C(=N/Nc2ncnc3ccccc23)C(=O)O)cc1	-65	-79	4	6	13	-2	12	21	1	6
Cc1noc(C)c1S(=O)(=O)N1CCC(C(=O)NCCC2=CCCCC2)CC1	-7	-1	0	-5	-3	-3	-4	-2	nt	3
O=C(O)c1ccc(N(c2ccccc2)c2ccccc2)cc1	-21	nt	2	4	nt	-6	-3	nt	nt	nt
CC(C)(C)C(=O)Nc1cc(NC(=O)C(C)(C)C)cc(C(=O)Nc2cc(C(=O)O)cc(C(=O)O)c2)c1	-8	0	-4	-2	-10	-6	-1	-12	1	-7
COc1cc2c(cc1OC)C1=C(C#N)CC/C(=N\S(=O)(=O)c3ccccc3)N1CC2	-6	49	0	-6	9	8	9	-16	-4	-33
Cc1nn(C)c(C)c1NC(=O)c1ccc(S(=O)(=O)N(C)C)cc1	-23	20	0	0	-8	-1	-2	1	1	21
C[C@H](NC(=O)c1[nH]cnc1C(=O)Nc1ccc(CNC(=O)OC(C)(C)C)cc1)C(=O)OCc1ccccc1	nt	-52	nt	6	3	0	nt	0	4	1
CCNS(=O)(=O)c1ccc(NC(=O)Cc2ccc(F)cc2)cc1	-2	2	-5	nt	-5	-4	-6	-9	0	17
O=C1N[C@@H](Cc2cn(S(=O)(=O)c3ccccc3)c3ccccc23)C(=O)N[C@H]1Cc1ccccc1	nt	5	nt	nt	4	-1	nt	-8	1	-11
Cc1n[nH]c(=O)c2c1nnn2Cc1ccc(F)cc1	12	9	0	-3	6	-1	8	-13	0	-28
Cc1nn(-c2ccccc2)c(C)c1C(=O)OCC(N)=O	-22	8	-1	-1	-5	-1	-2	-2	-1	12
O=C1CN(C(=O)c2cc([N+](=O)[O-])ccc2Cl)C(c2ccc(F)cc2)c2cc(F)ccc2N1 (stereo unspecified)	-8	-17	5	1	15	-4	1	15	0	13
O=C1CCC(c2ccccc2)=NN1	4	-29	-1	nt	4	-2	-4	-6	0	-16
CCC(=O)N(Cc1ccco1)c1nc(-c2cc(OC)ccc2OC)cs1	-13	-6	-2	2	-2	1	-1	3	1	3
Cc1ccccc1NS(=O)(=O)c1cc2c3c(c1)CC(=O)N3CCC2	-38	6	-4	11	5	-4	2	2	1	3
COC(=O)c1c(C)oc2ccc(OC(=O)c3cccs3)cc12	4	-26	3	-4	0	0	-3	-2	-1	-16
C=CCNc1ccc(C(=O)O)cc1	-6	21	-1	-1	-3	-2	2	3	0	33
CCN1C(=O)c2ccccc2S(=O)c2ccc(C(=O)NCc3ccc(OC)cc3)cc21 (stereo unspecified)	-42	4	5	5	2	nt	4	-87*	1	-90
O=C(NCc1ccc(C(F)(F)F)cc1)c1ccc2c(c1)S(=O)(=O)c1ccccc1C2=O	nt	39	nt	1	-2	nt	nt	-6	1	-14
COc1ccc(Cc2c(O)nc[nH]c2=O)cc1	7	-6	5	2	-5	2	6	-2	-6	-12
COc1ccccc1-n1c(SCC(=O)Nc2cccc(C)c2)nc2c(c1=O)SCC2	0	9	-1	-1	-25	-2	-2	4	-1	17
O=C(CC1S/C(=N/N=C/c2cccs2)NC1=O)Nc1ccc(Cl)c(Cl)c1 (stereo unspecified)	-17	0	5	2	-8	nt	2	1	2	16
Cn1c(=O)n(CCc2ccccc2)c(=O)c2c1nc1n2CCCN1c1ccccc1	-6	-45	-3	-7	-3	-1	-4	-2	0	-3
O=C(COc1ccc(Cl)cc1Cl)NN1C(=O)/C(=C\c2ccc(Cl)cc2)SC1=S	-27	14	-4	1	-8	1	-1	-1	-2	-7
CCOC(=O)c1c(C)c(C(=O)Nc2ccc3c(c2)OCCO3)c(C)n1CC	-37	-57	-9	-3	1	3	-1	-7	1	5
O=C(NC1CCCCC1)C1CCCN(S(=O)(=O)c2cccs2)C1 (stereo unspecified)	-3	12	-2	5	-10	-1	-4	-7	5	-3
O=C(Nc1ccnn1C1CCN(Cc2cc(Cl)ccc2O)CC1)c1cccnc1	-16	-16	-5	0	-6	2	6	-5	5	0
CCOC(=O)C(Cc1ccccc1)NC(=O)CCc1nnc2ccc(N3CCCC3)nn12 (stereo unspecified)	-31	24	-13	2	-2	1	-6	-1	1	-5
COC(=O)COc1cccc2c(=O)n(CC(=O)NCCc3ccccc3)ccc12	4	nt	-2	3	nt	-4	0	nt	nt	nt
O=C(CSc1nnnn1-c1ccc(F)cc1)Nc1nc2ccccc2s1	-9	10	2	2	-5	0	3	-7	1	8

(further entries)
SMILES	KLF5 inh	aSyn UTR inh	HSP90 refold inh	DYRK1A inh	Platelet DG rel	GSK3 alpha inh	IEC-6 cytotox	HSF1 inhib	GSK3B inh	HSF1 activator
CCS(=O)(=O)N1CCC(C(=O)Nc2cccc(C(C)=O)c2)CC1	-21	16	0	-4	-2	2	5	3	1	22
CCCCn1c(=NC(=O)c2cccnc2)c(C(=O)OCC)cc2c(=O)n3ccccc3nc21	12	42	-2	2	10	nt	0	-2	-1	15
CC(O)(CS(=O)(=O)Cc1ccccc1)C(=O)Nc1ccc(C(F)(F)F)cc1 (stereo unspecified)	-20	24	0	3	15	3	0	0	-3	6
N#Cc1ccc(OCC(=O)N/N=C2\CCc3ccccc32)cc1	-37	25	11	7	9	-1	2	-2	0	-14
Cc1nc(SCc2ccccc2F)c2cnn(-c3ccccc3)c2n1	-19	0	-3	nt	-1	-1	0	3	0	12
CCNC(=S)N1CCN(CC)CC1	-28	-8	3	0	3	-1	-6	-3	-1	14
COc1ccc(N2C(=O)CCC2(C#N)c2ccc(OC)cc2)cc1 (stereo unspecified)	3	-1	0	2	-3	-1	2	-4	-2	7
Cc1nnc2ccc(N3CCC4(CC3)OCCO4)nn12	-10	16	4	-8	10	-2	4	-2	-2	-2
COc1cc(/C=N/N(C)C2=NS(=O)(=O)c3ccccc32)cc(OC)c1OC	-38	-22	-6	6	5	0	-7	1	1	0
Cc1cccc(NC(=O)c2cc([N+](=O)[O-])ccc2N2CCN(C)CC2)c1	-14	-16	1	5	2	-2	2	-3	-1	14
O=C(CSc1nc(O)cc(=O)[nH]1)N1CCOCC1	-39	-23	-4	-1	4	-2	2	-4	-3	1
CCOc1ccc(S(=O)(=O)N2CCCC(C(=O)NC3CCCC3)C2)cc1 (stereo unspecified)	-15	11	-3	-1	4	2	3	8	-1	-2
COc1ccc(/C=N/N(C)C2=NS(=O)(=O)c3ccccc32)cc1	-36	-1	-4	-3	5	-2	6	-2	3	0
c1n[nH]c(NCc2ccc3c(c2)OCO3)n1	4	9	3	14	2	-1	1	-2	-3	-9
CC(NC(=O)Cn1nc(-c2ccccc2)ccc1=O)c1ccccc1 (stereo unspecified)	-33	-7	-2	-8	12	-3	0	-1	3	-7
CC(=O)Nc1nc(C)c(Oc2cccc(C(F)(F)F)c2)c(=O)[nH]1	-24	1	-1	-3	-7	-2	-1	7	2	-8
CC(C)(C)c1ccc(S(=O)(=O)N2CCC(O)(c3ccc(Cl)cc3)CC2)cc1	-1	-4	7	2	6	3	5	-3	2	-12
COc1ccc(Cl)cc1NC(=O)CN(C)C(=O)c1cn(-c2ccccc2)nc1-c1cccnc1	nt	4	nt	-8	0	-1	nt	5	2	27
COc1cc(CNc2ncc(-c3ccc(Br)cc3)n2C)cc(OC)c1O	-12	-5	-4	nt	-2	0	2	-3	1	6
Cc1cc2ccccn2c1C(=O)c1ccc(N/N=C/c2ccc(C(=O)O)cc2)c([N+](=O)[O-])c1	-17	nt	0	-4	nt	nt	2	nt	nt	nt
CCN(CC)c1ccc(/C=N/Nc2nc3ccccc3[nH]2)cc1	-52	-26	7	3	-1	nt	41*	269	-3	431*
O=C(NNC(=O)c1ccc(Br)o1)c1ccc(NC(=O)c2ccccc2)cc1	-3	-7	1	-4	0	10	-1	-11	2	-11

Single records, from the list above:
`c1n[nH]c(NCc2ccc3c(c2)OCO3)n1` is listed as KLF5 inh = 4; aSyn UTR inh = 9; HSP90 refold inh = 3; DYRK1A inh = 14; Platelet DG rel = 2; GSK3 alpha inh = -1; IEC-6 cytotox = 1; HSF1 inhib = -2; GSK3B inh = -3; HSF1 activator = -9
`COc1cc(CNc2ncc(-c3ccc(Br)cc3)n2C)cc(OC)c1O` is listed as KLF5 inh = -12; aSyn UTR inh = -5; HSP90 refold inh = -4; DYRK1A inh = nt; Platelet DG rel = -2; GSK3 alpha inh = 0; IEC-6 cytotox = 2; HSF1 inhib = -3; GSK3B inh = 1; HSF1 activator = 6

Bioassay records from PubChem.

An excerpt; count on the stated rates, not on these rows.
